# Glioma ERSR ind – qHTS for Inducers of the Endoplasmic Reticulum Stress Response (ERSR) in Human Glioma: qHTS. U87-MG GRP78 promoter luciferase reporter, 16 h. Potency, µM, inactives show top-dose activation, usual class: activators. actives 0.02% (n = 420,000); further: potency means the concentration at half of the fitted maximal effect; series mostly up to about 76 µM; % of control where 0% means no effect; nearly all actives have a fitted effect of over 35% in size
#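 Stably transfected U87-MG glioma cells carrying a GRP78-based luciferase sensor; 16 h compound incubation. Luminescence end-point read 10 min after Bright-Glo addition at room temperature.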
# LDHA block – qHTS assay for inhibitors of human lactate dehydrogenase | L-lactate dehydrogenase A chain (Homo sapiens), P00338 | purified LDHA, NADH/diaphorase-resazurin fluorescence; active compounds read low | activity change, % (values are at about 110 or 230 µM) | actives 0.15% (n = 480,000); in the data active means activity change below about -30%; inconclusive means mostly about -25% to -30%;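 further: plate controls were DMSO wells for no effect and wells without enzyme for full effect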
#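 Enzyme activity of human lactate dehydrogenase 5 (2 nM; 0.06 mM NADH, 0.2 mM pyruvate, 5 min, RT) is measured via a resazurin/diaphorase fluorescence readout of residual NADH.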
# Vif-A3G inh – qHTS for Inhibitors of Vif-A3G Interactions: qHTS; HeLa A3G-eYFP + Vif (tagged APOBEC3G with the HIV-1 protein that degrades it), YFP fluorescence, overnight; Potency, µM (top dose mostly 46.1 µM), without a hit: at the highest dose activity, negative = active, hits mostly inhibitors; actives 0.076% (n = 410,000); DNA dC->dU-editing enzyme APOBEC-3G (Homo sapiens), Q9HC16;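 further: potency means the concentration at half of the fitted maximal effect; on the % scale 0 is the no-effect control and ±100 the full control effect; nearly all actives have a fitted effect of over 60% in size; hits raise eYFP signal because A3G escapes Vif-driven loss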
# Target sequence (Q9HC16 whole entry, looked up): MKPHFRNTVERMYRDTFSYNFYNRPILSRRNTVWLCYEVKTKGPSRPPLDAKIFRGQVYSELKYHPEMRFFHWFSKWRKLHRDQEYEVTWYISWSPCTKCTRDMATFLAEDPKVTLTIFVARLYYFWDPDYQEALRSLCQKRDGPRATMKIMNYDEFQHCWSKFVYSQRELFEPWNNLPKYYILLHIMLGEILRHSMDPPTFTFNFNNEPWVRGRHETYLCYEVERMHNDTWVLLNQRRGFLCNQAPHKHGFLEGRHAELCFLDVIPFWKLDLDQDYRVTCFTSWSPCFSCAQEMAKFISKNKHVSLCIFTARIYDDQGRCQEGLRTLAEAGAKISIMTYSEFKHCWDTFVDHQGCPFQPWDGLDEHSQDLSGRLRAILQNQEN
#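 HeLa cells stably expressing Vif and C-terminally eYFP-tagged A3G, seeded overnight at 37 deg C, then exposed to compound by pintool overnight at 37 deg C. Rise in yellow fluorescence (Ex 488/Em 500-530, Acumen) marks blocked Vif-driven A3G degradation.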
# * marks the source's active call; other numbers are inactive results; ? = inconclusive. Unless noted, the call rests on the fitted dose curve; in most records, active means well fitted curve in the direction sought with a large enough effect; inconclusive means small, poorly fitted or top-dose-only effect, or another doubt; inactive means no such curve, though single readings can be large; an effect the other way counts as inactive or inconclusive. Some of the compounds tested; rates above refer to the full screens.
SMILES,Glioma ERSR ind,LDHA block,Vif-A3G inh
COc1ccc(-c2csc(C(C)(O)c3ccc(F)c(F)c3)n2)cn1 (centres undefined),0%,1,-7%
COCCCN1C(=O)C(CC(=O)NCc2cccc3ccccc23)CC(C(=O)N2CCOCC2)=C1C (centres undefined),-4%,-11,-1%
OC(c1cccc(Cl)c1)c1nc(-c2cccc3cccnc23)cs1 (centres undefined),0%,-9,-6%
COCCNc1nc(NCc2cccc(OC)c2)c2sc(-c3ccccc3)cc2n1,-6%,3,?
Clc1cccc(-c2nc3c4ccccc4ccn3c2Cc2ccsc2)c1,1%,-1,-3%
OCc1ccc(-c2cncc3nccn23)cc1,-1%,-6,-3%
COc1ccc(C(O)c2nc(-c3cncnc3)cs2)cc1 (centres undefined),-2%,-6,-2%
COc1ccccc1-c1cnc(C(O)c2cccc(C)c2C)[nH]1 (centres undefined),-2%,-1,1%
COc1ccc(C(O)c2nc(-c3cccc(C(C)C)c3)cs2)cc1 (centres undefined),2%,-9,-5%
CS(=O)(=O)N1CCCCC1c1cc(C(=O)NCc2ccc(Cl)c(Cl)c2)no1 (centres undefined),-1%,-4,-3%
CC(C)(C)c1ccc(CC(=O)N2CCC2(C)C(=O)NS(=O)(=O)c2ccc(C#N)cc2)cc1 (centres undefined),-4%,-7,-1%
OC(c1cc(F)cc(Cl)c1)c1ncc(-c2cccc(C(F)(F)F)c2)[nH]1 (centres undefined),-4%,-3,-11%
Cc1ccccc1S(=O)(=O)NC(=O)C1(C)CCN1C(=O)C1(c2ccc(Cl)cc2)CC1 (centres undefined),-4%,-7,-1%
CC1(C(=O)NS(=O)(=O)c2cccc(F)c2)CCN1C(=O)c1cccc(F)c1 (centres undefined),0%,-3,-1%
COc1ccc(F)cc1-c1cc(C(=O)NCc2ccc(F)cc2)[nH]n1,-1%,-8,-9%
CCNC(=O)C1(C)CCCN(C(=O)c2cc3ccccc3s2)C1 (centres undefined),-2%,-13,-4%
COc1ccc(Cc2c(-c3ccc(Cl)cc3)nc3c(C)cc(Br)cn23)c(C)c1,0%,1,?
C=C[C@H]1C(C(=O)OCC)=CC[C@@H](c2ccccc2)N1S(=O)(=O)c1ccc(C)cc1,-5%,-2,-1%
Cn1c(=O)c2cc(NC(=O)NCCc3cccs3)ccc2n1-c1ccc(C(C)(C)C)cc1,-1%,-10,-1%
CCOC(=O)C1(C)CCCN1C(=O)c1ccc(C(F)(F)F)nc1C (centres undefined),-4%,-1,-3%
O=C1c2cccc(-c3ccc(C(F)(F)F)cc3)c2C2CC=CCN12 (centres undefined),-1%,-6,-5%
Cc1ccccc1-c1cc2nc(NCCCN(C)C)n(C)c(=O)c2s1,-1%,-2,-2%
CC1(C(=O)NS(=O)(=O)c2ccc(F)cc2F)CCN1C(=O)CC(c1ccccc1)c1ccccc1 (centres undefined),-4%,-10,1%
CCC(c1nc2ccccc2[nH]1)N(C(=O)Cc1cc(OC)cc(OC)c1)c1ccc(N2CCOCC2)cc1 (centres undefined),-2%,3,-4%
COc1ccc(S(=O)(=O)N2CCC3CC2c2c(-c4ccc(C(F)(F)F)cc4)cccc23)cc1 (centres undefined),-4%,0,0%
Fc1ccc(CNc2ccn3nc(-c4ccccc4)cc3n2)cc1,0%,3,-6%
Clc1cccc(CNc2ccn3nc(-c4cccs4)cc3n2)c1,-3%,-7,-7%
CCNC(=O)C1(C)CCN(C(=O)c2cccc(OC(F)(F)F)c2)C1 (centres undefined),-5%,-5,-3%
COc1cccc(Nc2nc(CN)cs2)n1,-2%,-4,-4%
COc1ccc(-c2cc(NC=O)c3ncc(-c4ccc(C(C)=O)cc4)n3c2)cn1,-5%,-2,?
COC(=O)c1ccc2nc(-c3ccco3)c(Cc3cccc(F)c3)n2c1,5%,2,-11%
COc1ccc(CN2C[C@@H](CO)O[C@@H](n3cnc4c(NCc5ccc(F)cc5)ncnc43)C2)cc1,-2%,-6,-2%
Clc1cccc(-c2cccc3nccn23)c1Cl,2%,-4,-2%
O=C(NCCCN1CCOCC1)c1[nH]c(C(F)(F)F)nc1-c1ccccc1,-5%,-2,-3%
CCCCC[C@@H]1C=C(C(=O)OCC)[C@H](c2ccccc2)N1S(=O)(=O)c1ccc(C)cc1,-6%,0,2%
CC1(C(=O)NS(=O)(=O)c2ccccc2)CCN1C(=O)C1(c2ccccc2)CCCC1 (centres undefined),-1%,-7,1%
CC(Cl)=CCn1c(NCCc2ccccc2)nc2c1c(=O)n(C)c(=O)n2C,-5%,-4,-3%
COc1ccc(Cl)cc1-c1cc(C(=O)Nc2ccc(C)c(NS(C)(=O)=O)c2)[nH]n1,-3%,-7,-11%
O=c1n2c(c(O)n1C1CCCCC1)C(c1ccccc1)=Nc1ccccc1C2,-4%,0,-7%
Cc1ccsc1-c1cc2nc(Nc3ccc(F)cc3)n(C)c(=O)c2s1,1%,-3,-4%
O=C(c1[nH]c(C(F)(F)F)nc1-c1ccccc1)N1CCN(c2cccc(C(F)(F)F)n2)CC1,-3%,-1,?
CC(C)c1ccc(NC(=O)Nc2nc(C(N)CCc3ccccc3)cs2)cc1 (centres undefined),-12%,-13,3%
COc1ccc(N2CCN(c3cncc(C)n3)CC2)cc1,3%,4,1%
CC(C)Nc1ncnc2c1ncn2[C@H]1CN(CCN2CCOCC2)C[C@@H](CO)O1,-3%,-7,0%
COCCNC(=O)C1(C)CCN(C(=O)Cc2ccc(OC)c(OC)c2)C1 (centres undefined),2%,-1,-2%
COc1ccc(NC(=O)c2cc(-c3cc(F)ccc3OCC3CCCO3)n[nH]2)c(C)c1 (centres undefined),-3%,-6,-3%
Cc1noc(-c2ccccc2)c1NC(=O)Nc1ccc2nc([C@H]3C[C@H](O)[C@@H](CO)O3)[nH]c2c1,-2%,11,4%
COc1ccccc1Cc1c(-c2ccccc2)nc2c(C)cc(Br)cn12,3%,-6,-23%

# Complete entries as entered above. Values in the order: Glioma ERSR ind | LDHA block | Vif-A3G inh
# O=C(c1[nH]c(C(F)(F)F)nc1-c1ccccc1)N1CCN(c2cccc(C(F)(F)F)n2)CC1 as listed: -3% | -1 | ?
# COc1ccccc1Cc1c(-c2ccccc2)nc2c(C)cc(Br)cn12 as listed: 3% | -6 | -23%
# Cc1noc(-c2ccccc2)c1NC(=O)Nc1ccc2nc([C@H]3C[C@H](O)[C@@H](CO)O3)[nH]c2c1 as listed: -2% | 11 | 4%
# O=c1n2c(c(O)n1C1CCCCC1)C(c1ccccc1)=Nc1ccccc1C2 as listed: -4% | 0 | -7%
# COc1ccc(N2CCN(c3cncc(C)n3)CC2)cc1 as listed: 3% | 4 | 1%

# (list continues)
SMILES,Glioma ERSR ind,LDHA block,Vif-A3G inh
Cc1ccc(Cn2c(C)c(C(=O)NCc3cccs3)sc2=O)cc1,-2%,-4,-4%
COc1ccc(S(=O)(=O)NC(=O)C2(C)CCN2C(=O)c2cccc(F)c2)cc1 (centres undefined),-1%,-8,-1%
CC1(C(=O)NCc2cccc3ccccc23)CCN1C(=O)C1(c2ccccc2)CC1 (centres undefined),-3%,-2,-2%
Cc1nc(NC(=O)C(C)(C)C)sc1C(=O)Cn1cc(CCc2ccccc2)nn1,-3%,-6,-4%
Cc1ccccc1-c1cc2nc(Oc3ccc4c(c3)OCO4)n(C)c(=O)c2s1,1%,-2,-2%
COc1ccc(-c2cc(NC=O)c3ncc(-c4cnn(C)c4)n3c2)cc1,2%,17,?
O=C(/C=C/[C@H]1O[C@@H](n2cnc3c(NC(=O)c4ccccc4)ncnc32)[C@H](O)[C@@H]1O)NCC1CCCCC1,-3%,-8,-1%
Cc1ccc2nc(-c3ccc(Cl)cc3)c(CC3CCCCC3)n2c1,-4%,3,?
COc1ccc(-c2cc(NC=O)c3ncc(-c4cccc(C(F)(F)F)c4)n3c2)c(OC)c1,0%,2,?
c1cc(-c2ccsc2)n2cnnc2c1,-2%,-2,-2%
COc1ccccc1-c1noc2c1C(=O)N(Cc1cn(Cc3ccccc3)nn1)CC2,-5%,-5,-1%
COc1cccc(NC(=O)C2(C)CCCN2C(=O)C(C)C)c1 (centres undefined),-2%,3,3%

# 5 compounds from above, ordered by molar mass, largest number first.
SMILES,Glioma ERSR ind,LDHA block,Vif-A3G inh
O=C(/C=C/[C@H]1O[C@@H](n2cnc3c(NC(=O)c4ccccc4)ncnc32)[C@H](O)[C@@H]1O)NCC1CCCCC1,-3%,-8,-1%
COc1ccccc1-c1noc2c1C(=O)N(Cc1cn(Cc3ccccc3)nn1)CC2,-5%,-5,-1%
CC1(C(=O)NCc2cccc3ccccc23)CCN1C(=O)C1(c2ccccc2)CC1 (centres undefined),-3%,-2,-2%
COc1cccc(NC(=O)C2(C)CCCN2C(=O)C(C)C)c1 (centres undefined),-2%,3,3%
c1cc(-c2ccsc2)n2cnnc2c1,-2%,-2,-2%

# The listing continues:
SMILES,Glioma ERSR ind,LDHA block,Vif-A3G inh
CC1(C(=O)Nc2ccc3c(c2)OCCO3)CCN1C(=O)C/C=C/c1ccccc1 (centres undefined),-4%,-5,2%
CC1(Cc2cc(Cl)ccc2C(F)(F)F)C(=O)Nc2cc(F)ccc21 (centres undefined),-9%,0,-13%
O=C(Nc1ccc(F)c(Cl)c1)c1cc(C2CCCN(S(=O)(=O)c3cccs3)C2)on1 (centres undefined),0%,-7,2%
CN(Cc1ccccc1)C(=O)c1[nH]c(C(F)(F)F)nc1-c1ccccc1,-3%,-3,-4%
CN(C)CCNC(=O)c1cccc(-c2cnc3c(NC=O)cc(-c4ccc(C(=O)N5CCOCC5)cc4)cn23)c1,0%,-1,0%
Nc1ncnc2c1ncn2[C@@H]1O[C@H](C(=O)N2CCN(Cc3ccccn3)CC2)[C@@H](O)[C@H]1O,-1%,-8,0%
CCOC(=O)C1(C)CCCN1C(=O)c1ccccc1F (centres undefined),-2%,-2,-3%
O=C(NCc1ccccc1)c1ccc([N+](=O)[O-])cc1,-1%,-4,2%
CCc1nc2ccc(C(=O)NCCN3CCOCC3)cn2c1N(C=O)Cc1ccc(OC)cc1,0%,-2,-2%
CCc1nc2ccc(C(=O)N(CC)CCN(C)C)cn2c1N(C)Cc1nccs1,-3%,-1,0%
CC1(C(=O)NS(=O)(=O)c2cccc(F)c2)CCN1C(=O)Cc1ccc(-c2ccccc2)cc1 (centres undefined),3%,-16,-13%
CC1(C(=O)NS(=O)(=O)c2ccc(Cl)cc2)CCN1C(=O)C1CC1 (centres undefined),-2%,-14,0%
COc1ccccc1CNc1nc(NCCOc2ccccc2)c2sccc2n1,-5%,-4,-5%
Cc1nc2c(OCCC3CCCCC3)cccn2c1N(C)C(=O)CCC1CCCC1,?,3,-27%
CCc1nc2ccc(C(=O)NCCNC(C)=O)cn2c1N(CC)CCOC,-3%,-3,0%

# Shown with two lines to a compound: part of the list above.
# Values in the order: Glioma ERSR ind	LDHA block	Vif-A3G inh
- COc1ccccc1CNc1nc(NCCOc2ccccc2)c2sccc2n1
  -5%	-4	-5%
- Cc1nc2c(OCCC3CCCCC3)cccn2c1N(C)C(=O)CCC1CCCC1
  ?	3	-27%
- CCc1nc2ccc(C(=O)NCCNC(C)=O)cn2c1N(CC)CCOC
  -3%	-3	0%
